PglD inh = inhibitors of Campylobacter jejuni PglD acetyltransferase; purified PglD enzyme, DTNB colorimetric CoA detection; 360,000 tested, 0.098% active; inhibition, % at 12.5 µM; in the data active = inhibition above about 16%, passing the limit was not always enough; also: strong numbers were not always called active
Cneo AK release = causes C. neoformans cell lysis; adenylate kinase release luminescence, 4 h; normalised: neutral wells 0, clomiphene wells 100; lysis activity, % at 15 µM; 360,000 tested, 0.2% active;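 active = mean lysis activity across replicates of at least 80%, whatever share of replicates individually reach that level; inactive = mean lysis activity below 80%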
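Material: C. neoformans cells; Schedule: 4 h static compound exposure, 37 °C, read 1 h post-reagent; Measured by: adenylate kinase release luminescence; Read-out: signal increase indicating cell lysis; Controls: Clomiphene as positive lysis control.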
ARNT TACC3 PPI = disrupts binding between human ARNT and TACC3; Q9Y6A5; AlphaScreen His-ARNT PAS-B/GST-TACC3 binding, luminescence; TACC3 fragment carries E629A point mutation; inhibition, % at 9.99 µM; 390,000 tested, 0.66% active;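 active = mean inhibition of replicates at least 50% and at least half of replicates each reaching 50%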;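 also: 0% = complete ARNT plus TACC3 wells and 100% = ARNT alone without TACC3; many hits fall short of the cut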
INS-1E GSIS act = primary screen for activators of insulin secretion dependent on glucose, INS-1E cells, GLuc reporter luminescence; activation, % at 16.6 µM; INS-1E GLuc reporter insulin secretion, 2-3 h; 370,000 tested, 0.61% active; AID 743287;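 active = lowest replicate activation of at least 40%, so every replicate reaches that level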;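 also: 0% = median of neutral control wells and 100% = median of IBMX positive control wells; some compounds called inactive have numbers as strong as hits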
PGC1a acetyl inh = lowers PGC1a acetylation signal in U2OS cells | inhibition, % at 15.6 µM | AlphaScreen anti-acetyl-lysine; with virally co-expressed GCN5 acetyltransferase | 350,000 tested, 0.17% active | AID 651687;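 active = every replicate shows inhibition of at least 40%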;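 also: 0% = neutral control wells and 100% = positive control wells; some results beyond the cut were filed as inactive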
C2C12 statin = suppression of simvastatin myotoxicity. 330,000 tested, 0.78% active. C2C12 myotubes + simvastatin, ATP luminescence, 48 h; scaled: DMSO 0, geranylgeraniol control 100. rescue of ATP level, % at 7.49 µM. AID 602340;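 active = mean ATP rescue above about 67%, or every replicate alone reaching that limit, limit read from the data, passing the limit was not always enough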;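 also: myotubes were challenged with 10 µM simvastatin during compound exposure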
PAX8 inh HTS = lowers PAX8-driven luciferase in RMG-I cells | RMG-I TPO-luciferase reporter, SteadyGlo, 24 h | inhibition, % at 12.6 µM | 360,000 tested, 1.2% active;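 active = mean replicate inhibition at least 60% with every replicate also reaching 60%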;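 also: luciferase light reporting Pax8 driven TPO promoter activity; plate controls were median of neutral control wells for no effect and mitoxantrone controls for full effect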
LGR2 inh = inhibitors of bursicon-induced Drosophila LGR2 receptor cAMP signaling. HEK293 LGR2, CRE-luciferase, bursicon-stimulated, 4 h. inhibition, % at 9.99 µM. 380,000 tested, 0.35% active. AID 720647;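 active = drop in luminescence signal, shown as inhibition above about 50% in the replicate tests, limit read from the data, passing the limit was not always enough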;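 also: agonist challenge used bursicon conditioned medium at about half maximal strength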
Numbers without * were called inactive; . = not tested or not shown; & = joins results of further samples.

SMILES	PglD inh	Cneo AK release	ARNT TACC3 PPI	INS-1E GSIS act	PGC1a acetyl inh	C2C12 statin	PAX8 inh HTS	LGR2 inh
O=C(O)CCC(=O)N1CCc2cc(S(=O)(=O)NC3CCCC3)ccc21	0	3	1	5	8	-4	.	4
Cc1ccc(-c2ccc(=O)n(CCC(=O)N3CCN(Cc4ccccc4)CC3)n2)cc1	-3	0	-3	-11	-1	-1	14	2
COc1ccc(Cl)cc1NC(=O)C(=O)NCc1ccncc1	.	.	-2	5	14	.	-9	2
COCC(=O)Nc1ccc2c(c1)[C@@H]1C[C@@H](CC(=O)NCc3ccc(-c4ccccc4)cc3)O[C@@H](CO)[C@@H]1O2	-2	-3	2	-36	-5	-7	42	1
CCC1(CC)Cc2ccccc2-c2nc(-c3ccccc3)oc(=O)c21	1	4	7	.	4	.	.	.
CN1C[C@@H]2C(c3ccccc3)C3(c4ccc(C#N)cc4)CC2(C3)[C@H]1c1ccccc1 (stereo partly drawn)	5	4	3	-8	.	-9	15	13
COc1cc(CNCCO)cc(Cl)c1OCc1ccccc1Cl	.	.	-3	25	.	.	10	7
C[C@@H]1CN([C@@H](C)CO)C(=O)c2cc(NC(=O)C3CCCCC3)ccc2O[C@@H](C)CCCCO[C@H]1CN(C)C(=O)Nc1ccccc1	0	-4	-7	-7	-2	.	7	-1
COc1ccc(S(=O)(=O)N(CC(=O)Nc2ccc(S(=O)(=O)N3CCOCC3)cc2)Cc2ccc(F)cc2)cc1	-4	-2	-1	-16	.	.	15	4
O=C(N/N=C\c1ccc[nH]1)c1cncc(Br)c1	1	0	1	10	.	-7	-3	13
C[C@H](CO)N1C[C@H](C)[C@H](CN(C)Cc2ccc(Cl)c(Cl)c2)Oc2c(NC(=O)c3ccncc3)cccc2C1=O	2	2	1	3	-6	44	4	-13
C[C@@H]1CN([C@@H](C)CO)C(=O)c2cccc(N(C)C)c2O[C@@H]1CN(C)C(=O)Nc1ccc(F)cc1	-1	0	-7	-15	-6	9	17	3
COc1cccc(-c2nnc(NC(=O)c3ccc(S(=O)(=O)N(CC(C)C)CC(C)C)cc3)o2)c1	4	4	8	.	3	-14	.	.
Fc1ccc(CNC(=S)Nc2ccccc2F)cc1	4	2	36	-1	5	-7	-15	2
CC(=O)N(C)C[C@H]1Oc2cc(C#CCC3CCCC3)ccc2S(=O)(=O)N([C@H](C)CO)C[C@H]1C	3	0	2	-21	3	-8	.	-4
O=C(Cc1ccc(Cl)cc1Cl)Nc1ccncc1	1	3	-7	-36	.	-4	27	-15
COc1ccc(N2C(=O)C(F)(F)C2c2cccc(F)c2)cc1 (stereo not drawn)	.	.	-3	15	.	.	-18	-3
COc1ccc(OC)c(S(=O)(=O)n2nc(-c3ccccc3)cc2N)c1	-1	1	-9	11	-15	22	-8	16
CCOC(=O)c1sc(NC(=O)c2ccc(S(=O)(=O)N3CCOCC3)cc2)nc1-c1ccccc1	.	.	34	-26	-10	-6	1	0
CC(C)CNC(=O)COC(=O)c1c2c(nc3ccccc13)/C(=C\c1cccs1)CC2	-5	0	-5	.	18	-102	-60	.
CCOC(=O)c1c(NC(=O)Cn2c(C)nc3ccccc32)sc2c1CCC2	0	-1	-10	3	6	13	22	.
O=C(C[n+]1cccc(CNC(=O)c2ccc(OC(F)F)cc2)c1)Nc1ccccc1Cl	6	1	-1	11	.	.	10	9
COc1ccc(/C=N/NC(=O)c2ccccc2Cl)cc1CSc1nc2ccccc2s1	-3	2	-2	.	-5	-26	23	.
CCCC1NC(=O)c2cccnc2-n2c1nc1ccccc1c2=O (stereo not drawn)	1	8	.	3	-4	5	18	-5
CN1c2ccc(-c3ccccc3)cc2[C@@H]2[C@@H](CCN2C(=O)CC2CC2)[C@@H]1CO	1	6	8	-9	0	-2	27	-13
Cc1cc(C)cc(NC(=O)C(OC(=O)c2sccc2C)c2ccccc2)c1 (stereo not drawn)	.	.	-9	-20	.	.	0	-3
COC(=O)CSC1=C(C#N)C(c2ccc(C)cc2)C2=C(CCCC2=O)N1 (stereo not drawn)	0	3	2	.	-12	.	.	.
Cc1cc(-c2ccccc2)n(-c2ccccc2)n1	11	0	1	9	-15	11	-150	-38
Cc1c(C)c2c(OCC(=O)NCC(C)C)cc3c(c2oc1=O)CCC(C)(C)O3	3	6	-1	10	.	-15	-12	-18
CCN(C(=O)COC(=O)CN1C(=O)c2ccccc2C1=O)c1ccccc1	-1	0	-1	-3	13	-5	7	-5
O=C(c1ccc(Br)o1)N1CCN(c2ncccn2)CC1	2	8	.	.	-8	.	10	.
Cc1c(C(=O)Nc2ccc(N3CCOCC3)cc2)oc2ccccc12	6	-5	4	.	-5	.	.	.
COc1ccc(C(=O)O/N=C(\N)c2ccc(Cl)cc2)cc1	5	-2	0	13	-5	6	-110	-71
COc1cccc(CNS(=O)(=O)c2cc3c(cc2C)NC(=O)CO3)c1	-1	4	-1	25	4	-7	-5	2
Cc1ccccc1NS(=O)(=O)c1nnc(NC(=O)CC(C)C)s1	2	0	6	18	-5	2	3	-2
O=C(O)CCSc1nc2ccccc2n1-c1ccccc1	3	1	-13	20	.	5	3	-11
O=C(C[C@H]1CC[C@H]2[C@@H](COC[C@@H](O)CN2Cc2nccs2)O1)NCc1ccccc1	-2	-3	-3	12	6	6	-12	-2
COc1ccccc1NC(=O)CSc1nnc(-c2ccc(C)cc2)o1	4	-2	-9	.	-9	-19	-143	.
CC1CCN(S(=O)(=O)c2ccc(S(=O)(=O)N3CCCC3)cc2)CC1	0	7	-1	22	.	-1	-3	-4
COc1cccc(OCCNc2cc(N3CCOCC3)ccc2[N+](=O)[O-])c1	.	.	0	-34	.	.	-56	-62
Cc1ccc(C)c(NC(=O)C2CC3c4ccccc4C2c2ccccc23)c1 (stereo not drawn)	-5	-2	-5	.	-1	130*	.	.
Cc1ccc(NC(=O)Cn2c(/C=C/c3ccccc3)nc3ccccc32)cc1C	-4	0	1	.	5	-27	1	.
CC(C)CCNC(=O)C(C)N(C(=O)c1snc(C(N)=O)c1N)c1cnc2ccccc2c1 (stereo not drawn)	5	-1	.	3	1	-1	16	.
C[C@@H]1CN([C@H](C)CO)C(=O)c2cc(C#CC3CCCCC3)cnc2O[C@@H]1CN(C)C(=O)NC1CCCC1	6	0	-5	-24	0	-20	.	-5
CCOC(=O)C1CCN(C(=O)CNC(=O)c2nn(-c3ccc(OC)c(Cl)c3)c(=O)c3ccccc23)CC1	-3	-10	3	-15	-5	-45	15	-20
C[C@@H]1CN([C@H](C)CO)S(=O)(=O)c2ccc(C#CC3CC3)cc2O[C@H]1CN(C)C(=O)c1cnccn1	0	-7	-3	1	-3	-12	.	-19
O=C(CS(=O)(=O)c1ccccc1)N1CCN(c2ccccc2)CC1	-4	-1	-1	12	4	-9	-36	-17
O=C1CCN(C(=O)c2ccccc2)c2ccccc21	3	-1	.	15	4	1	5	-21
O=C(O)CC(NS(=O)(=O)c1cccc2nsnc12)c1ccc(F)cc1 (stereo not drawn)	-2	2	-6	3	.	2	.	-20
O=C(NC1CC1)C1=C[C@H](c2coc3ccccc3c2=O)C[C@H](OCc2ccc(CO)cc2)O1	-2&-6	-20&14	-3	24	5&9	6	-10&-4	-16
Cc1noc(C)c1COc1ccc(C(=O)N(C)CCOc2ccccc2)cc1	4	-2	5	-7	-6	-26	-1	-8
COc1ccc(N2CCN(c3ncnc4scc(-c5ccc(F)cc5)c34)CC2)cc1	-4	2	9	14	6	4	7	7
COc1ccc(CCN2C(=O)NC(NS(=O)(=O)c3ccc(N)cc3)(C(F)(F)F)C2=O)cc1OC (stereo not drawn)	.	.	-1	12	.	.	-25	-18
COc1ccc(-c2cc(=O)oc3c(C)c(OCC(=O)Nc4cccnc4)ccc23)cc1	5	-1	1	12	-16	-49	9	-3
CC(=O)c1ccc(OCC(O)CN2C(C)(C)CC(O)CC2(C)C)cc1 (stereo not drawn)	-4	-2	-4	.	-13	5	-21	9
Cc1cc(C)nc(N/N=C/C2=C(N3CCOCC3)C(=C/c3ccccc3)/CC2)n1	-16	11	20	-31	4	7	17	-18
C/C=C/c1ccc([C@@H]2[C@@H](CN(CC(C)C)C(C)=O)N(C(C)=O)[C@H]2CO)cc1	-1	-20	9	-6	2	-1	-4	8
Cc1cc(C)n(-c2cccc(Cl)c2)c(=O)c1C#N	-2	-2	3	.	-3	118*	.	.
Cc1noc(C)c1S(=O)(=O)Nc1ccc2c(c1)C(=O)N([C@@H](C)CO)C[C@H](C)[C@@H](CN(C)Cc1ccncc1)O2	-4	-2	-3	14	-17	.	.	7
COc1c(C)cc(C(=O)C2CCCN(Cc3c(C)n(C)n(-c4ccccc4)c3=O)C2)cc1C (stereo not drawn)	.	.	0	-11	-3	.	42	7
CN(C)c1ccc(CNS(=O)(=O)c2csc(C(N)=O)c2)cc1	-5	3	-2	13	2	-9	11	-24
N#Cc1ccc(NC(=O)COC(=O)CCNS(=O)(=O)c2ccccc2)cc1	-1	0	-14	-2	5	1	-3	6
CCOC(=O)c1ccccc1NC(=O)CCNC(=O)Cn1cnc2ccccc2c1=O	6	0	-5	.	-4	2	-8	.

Grouped by structure: the entries above with a Cl atom
SMILES	PglD inh	Cneo AK release	ARNT TACC3 PPI	INS-1E GSIS act	PGC1a acetyl inh	C2C12 statin	PAX8 inh HTS	LGR2 inh
COc1ccc(Cl)cc1NC(=O)C(=O)NCc1ccncc1	.	.	-2	5	14	.	-9	2
COc1cc(CNCCO)cc(Cl)c1OCc1ccccc1Cl	.	.	-3	25	.	.	10	7
C[C@H](CO)N1C[C@H](C)[C@H](CN(C)Cc2ccc(Cl)c(Cl)c2)Oc2c(NC(=O)c3ccncc3)cccc2C1=O	2	2	1	3	-6	44	4	-13
O=C(Cc1ccc(Cl)cc1Cl)Nc1ccncc1	1	3	-7	-36	.	-4	27	-15
O=C(C[n+]1cccc(CNC(=O)c2ccc(OC(F)F)cc2)c1)Nc1ccccc1Cl	6	1	-1	11	.	.	10	9
COc1ccc(/C=N/NC(=O)c2ccccc2Cl)cc1CSc1nc2ccccc2s1	-3	2	-2	.	-5	-26	23	.
COc1ccc(C(=O)O/N=C(\N)c2ccc(Cl)cc2)cc1	5	-2	0	13	-5	6	-110	-71
CCOC(=O)C1CCN(C(=O)CNC(=O)c2nn(-c3ccc(OC)c(Cl)c3)c(=O)c3ccccc23)CC1	-3	-10	3	-15	-5	-45	15	-20
Cc1cc(C)n(-c2cccc(Cl)c2)c(=O)c1C#N	-2	-2	3	.	-3	118*	.	.

Some of these compounds in order of their number in LGR2 inh, ascending:
| Molecule | PglD inh | ARNT TACC3 PPI | INS-1E GSIS act | PGC1a acetyl inh | LGR2 inh |
| --- | --- | --- | --- | --- | --- |
| COc1ccc(CCN2C(=O)NC(NS(=O)(=O)c3ccc(N)cc3)(C(F)(F)F)C2=O)cc1OC (stereo not drawn) | . | -1 | 12 | . | -18 |
| COc1ccc(-c2cc(=O)oc3c(C)c(OCC(=O)Nc4cccnc4)ccc23)cc1 | 5 | 1 | 12 | -16 | -3 |
| COc1ccc(N2CCN(c3ncnc4scc(-c5ccc(F)cc5)c34)CC2)cc1 | -4 | 9 | 14 | 6 | 7 |

Rows are unselected; about 2.9% have a hit in one of these screens.
